GRP78 ERSR act = inducers of ER stress response in human glioma cells; Potency, µM, without a hit: at the top dose activation, hits mostly activators; hit rate 0.02% among 420,000; U87-MG GRP78 promoter luciferase reporter, 16 h; AID 602332; note: potency is the fitted concentration of half-maximal effect; series mostly up to about 76 µM; % of control where 0% means no effect; nearly all actives have a fitted effect of over 35% in size
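ERSR induction read as luciferase luminescence (Bright-Glo, 10 min at room temperature) in stably transfected human U87-MG glioma cells exposed to compounds for 16 h, using GRP78 as sensor.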
D1 PAM = potentiators of human D1 dopamine receptor | P21728 | HEK293 TREx D1 cells, calcium flux, dopamine EC20 potentiation | potentiation, % at 10 µM | hit rate 0.036% among 360,000; in the data active = potentiation above about 30%; note: 0% is about no effect
D2 PAM = positive allosteric modulators of human D2 dopamine receptor; P14416; HEK293 T-REx D2, calcium flux, EC20 dopamine potentiation; potentiation, % at 10 µM; hit rate 0.34% among 340,000; AID 485347;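 active = potentiation over 3 SD above the plate norm, cut at about 30% in these data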; note: 0% is about no effect
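Tetracycline-induced HEK293 T-REx cells force-coupled to calcium signalling expressed D2; compounds were pin-added after a 10 s baseline, read kinetically 180 s, then an EC20 dopamine challenge followed with a further 180 s calcium read.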
RXFP1 agonist = RXFP1 (human) receptor agonism | hit rate 0.3% among 370,000 | Potency, µM (top dose mostly 57.5 µM), without a hit: at the top dose activation, actives largely listed as activators | Q9HBX9 | AID 2676 | HEK293T-RXFP1 cAMP TR-FRET, 30 min; response scale: percent of porcine relaxin response, buffer zero; note: potency is the fitted concentration of half-maximal effect; % is set by controls: 0 for no effect and ±100 for the full control effect; nearly all actives have a fitted effect of over 60% in size; many of its hits are not listed in these tables
Target sequence (Q9HBX9 whole entry, looked up): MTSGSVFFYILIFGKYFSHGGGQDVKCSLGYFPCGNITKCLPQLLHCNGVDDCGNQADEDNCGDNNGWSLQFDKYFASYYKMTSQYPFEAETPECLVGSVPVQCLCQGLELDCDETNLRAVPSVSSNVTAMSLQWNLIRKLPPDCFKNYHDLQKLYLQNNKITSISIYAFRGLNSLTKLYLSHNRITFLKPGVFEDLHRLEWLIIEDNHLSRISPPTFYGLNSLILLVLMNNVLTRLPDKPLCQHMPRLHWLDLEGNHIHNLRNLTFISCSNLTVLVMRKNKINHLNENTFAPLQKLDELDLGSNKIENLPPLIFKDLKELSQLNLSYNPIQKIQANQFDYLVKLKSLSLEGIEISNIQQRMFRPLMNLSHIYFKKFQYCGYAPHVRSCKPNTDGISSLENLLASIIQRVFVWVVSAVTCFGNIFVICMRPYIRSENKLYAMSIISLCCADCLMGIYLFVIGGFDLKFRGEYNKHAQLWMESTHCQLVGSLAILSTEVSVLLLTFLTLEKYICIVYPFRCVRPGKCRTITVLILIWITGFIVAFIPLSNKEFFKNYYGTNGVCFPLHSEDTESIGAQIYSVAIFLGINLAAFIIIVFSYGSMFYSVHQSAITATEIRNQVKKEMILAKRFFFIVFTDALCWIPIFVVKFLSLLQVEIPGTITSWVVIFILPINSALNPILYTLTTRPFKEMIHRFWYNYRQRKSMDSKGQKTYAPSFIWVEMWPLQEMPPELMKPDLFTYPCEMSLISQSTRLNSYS
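cAMP rise read by TR-FRET after 30 min, 37C compound exposure (up to 58 uM) in RXFP1-transfected HEK293 cells with Ro 20174 present. EC50 from Hill-equation fits, with 29 nM porcine relaxin as 100% and buffer as basal.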
RXFP1 antag = RXFP1 (human) relaxin receptor antagonism | AID 1259400 | Q9HBX9 | activity change, negative = inhibition, % at 57.5 µM | HEK293-RXFP1, relaxin-stimulated cAMP HTRF, 30 min; active compounds read low | hit rate 0.59% among 350,000;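 active = activity change of -60% or lower, but not beyond a set lower limit; inconclusive = change between -60% and -40%, or beyond the set limit; inactive = change above -40%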; note: % is set by controls: 0 for no effect and ±100 for the full control effect
D1 agonist = human D1 receptor agonism; P21728; HEK293 T-REx D1 cells, calcium flux, agonist mode; activation, % at 2 µM; hit rate 1% among 360,000; in the data active = activation above about 30%; note: 0% is about no effect
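Inducible HEK293 T-REx D1 cells, force-coupled to calcium signalling, were plated at 4000 cells/well with tetracycline and held overnight at 30 C. After no-wash calcium dye loading, compound-evoked calcium rise over 180 s flagged agonists.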
Vif-APOBEC3G blk = Vif-A3G binding inhibition; Q9HC16; hit rate 0.076% among 410,000; HeLa A3G-eYFP + Vif (tagged APOBEC3G with the HIV-1 protein that degrades it), YFP fluorescence, overnight; Potency, µM (titrated, usually from 46.1 µM), for the others: at the top dose activity, negative = active, actives largely listed as inhibitors;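 note: potency is the fitted concentration of half-maximal effect; % is set by controls: 0 for no effect and ±100 for the full control effect; nearly all actives have a fitted effect of over 60% in size; hits raise eYFP signal because A3G escapes Vif-driven loss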
Target sequence (Q9HC16 whole entry, looked up): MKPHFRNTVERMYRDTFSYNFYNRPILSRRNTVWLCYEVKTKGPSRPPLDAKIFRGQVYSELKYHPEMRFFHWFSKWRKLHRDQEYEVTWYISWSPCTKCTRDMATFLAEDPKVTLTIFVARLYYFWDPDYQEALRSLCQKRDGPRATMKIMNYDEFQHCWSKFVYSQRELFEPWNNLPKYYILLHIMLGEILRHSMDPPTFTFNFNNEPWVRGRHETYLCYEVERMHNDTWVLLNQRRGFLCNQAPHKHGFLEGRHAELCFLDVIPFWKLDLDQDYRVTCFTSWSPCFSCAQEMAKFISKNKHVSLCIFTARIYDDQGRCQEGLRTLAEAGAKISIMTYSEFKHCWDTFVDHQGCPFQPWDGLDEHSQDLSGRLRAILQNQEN
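HeLa cells stably expressing Vif and C-terminally eYFP-tagged A3G, seeded overnight at 37 deg C, then exposed to compound by pintool overnight at 37 deg C. Rise in yellow fluorescence (Ex 488/Em 500-530, Acumen) marks blocked Vif-driven A3G degradation.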
D1 antag = blocks dopamine activation of the human D1 receptor; P21728; HEK293 TREx D1 cells, calcium flux, dopamine EC80; active compounds read low; activity change, negative = inhibition, % at 10 µM; hit rate 3.2% among 360,000; AID 504652; in the data active = activity change below about -30%; note: % is set by controls: 0 for no effect and ±100 for the full control effect
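Kinetic fluorescence of a calcium dye serves as the read-out. D1-expressing Hek293 Trex cells, induced overnight at 30 C, are exposed to compound for 180 s before an EC80 dopamine addition, then read 180 s further.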
Vif-A3F inh = inhibitors of Vif-A3F interaction. HeLa A3F-eYFP + Vif (tagged APOBEC3F with the HIV-1 protein that degrades it), YFP fluorescence increase. Potency, µM (doses to about 46.1 µM), without a hit: top-dose activity, negative = active. hit rate 0.2% among 390,000. AID 602313; note: potency is the fitted concentration of half-maximal effect; % of control where 0% means no effect; nearly all actives have a fitted effect of over 65% in size
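Fluorescence increase (Ex 488/Em 500-530) after overnight compound treatment at 37 deg C flags inhibition of Vif-driven A3F-eYFP loss in stable HeLa A3F-eYFP/Vif cells seeded overnight beforehand.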
Numbers without * were called inactive; ? = inconclusive; / = not tested or not shown; & = joins results of further samples. Unless noted, calls come from the whole dose curve; as a rule, active = well fitted curve in the direction sought with a large enough effect; inconclusive = small, poorly fitted or top-dose-only effect, or another doubt; inactive = no such curve, though single readings can be large; an effect the other way counts as inactive or inconclusive. Not all compounds are listed (hit frequency here may not be typical).

SMILES	GRP78 ERSR act	D1 PAM	D2 PAM	RXFP1 agonist	RXFP1 antag	D1 agonist	Vif-APOBEC3G blk	D1 antag	Vif-A3F inh
CCN(CC(=O)Nc1ccccc1C(F)(F)F)C(=O)c1cccc(S(=O)(=O)N2CCN(C)CC2)c1	-3.7%	1.2	5.8	-0.8%	4.8	1.4	0.7%	2.7	10.5%
Cc1cc(-c2nnc(CCC(=O)NC(c3ccccc3)c3ccccc3)o2)no1	1.5%	0.8	4.2	-3.3%	4.2	-0.1	-4.2%	-8.5	1.7%
Cc1ccc(-c2n[nH]c(Cc3ccccc3)n2)cc1	4.3%	1.4	2.7	-0.5%	4.1	1.1	-0.8%	-5.8	-7.6%
CC(C)(C)C1CCc2c(sc3nc(-c4cc5ccccc5oc4=O)[nH]c(=O)c23)C1 (configuration not stated)	-2.7%	-2.6	0.0	-2.7%	18.1	0.1	4.0%	-0.3	2.9%
CC(C)(C)C(=O)Nc1c(Cl)cccc1OC(F)(F)F	-7.6%	-2.6	9.6	4.7%	-17.3	2.6	0.8%	-3.0	2.5%
c1ccc(CNCc2ccc(CNCc3ccccc3)cc2)cc1	-4.6%	/	/	/	-8.7	/	1.9%	/	1.5%
CCOC(=O)C1=C(c2ccccc2)O/C(=C(\C(=O)OC)C(F)(F)F)S1	-4.1%	4.0	5.6	-0.1%	-12.3	12.1	-4.6%	1.4	1.6%
O=C(CN(Cc1cccs1)C(=O)CNS(=O)(=O)c1ccccc1)NCc1ccco1	-5.5%	7.0	-7.9	0.9%	/	-2.8	0.1%	1.6	1.1%
CCOc1cc(C(=O)Nc2nnc(CC)s2)ccc1OCC(=O)N1CCOCC1	-3.9%	6.2	16.7	0.9%	3.7	2.1	-2.9%	-4.7	-5.6%
O=C(Cc1ccccc1)N1N=C(c2ccncc2)CC1(O)C(F)(F)F (configuration not stated)	-3.6%	-0.3	3.6	3.1%	13.5	5.5	-0.2%	1.5	-13.0%
N/C(COc1cccc(C(F)(F)F)c1)=N\NC(=O)c1cccnc1Oc1ccccc1	-3.6%	-0.8	-3.4	-1.2%	17.2	2.5	-0.2%	1.2	6.4%
CCS(=O)(=O)c1ccc2oc(SCC(=O)Nc3ccc(OC)cc3)nc2c1	1.3%	2.7	9.0	0.1%	-0.1	5.5	0.9%	-3.9	1.4%
OC(CC#CCN1CCOCC1)(c1ccccc1)c1ccccc1	-1.7%	-6.8	15.0	-1.5%	0.4	-2.9	-2.3%	-30.6*	7.3%
COc1ccc(OC)c(CNCCNC(=O)c2ccco2)c1	/	-3.0	/	1.9%	/	2.3	/	-11.2	/
CCOC(=O)CSc1nc(-c2ccccn2)ncc1OC	-0.6%	-1.8	-0.7	0.0%	1.0	0.9	-1.1%	3.1	-19.0%

Reprinted at random: 2 entries already listed, in no set order.
SMILES	GRP78 ERSR act	D1 PAM	D2 PAM	RXFP1 agonist	RXFP1 antag	D1 agonist	Vif-APOBEC3G blk	D1 antag	Vif-A3F inh
CC(C)(C)C(=O)Nc1c(Cl)cccc1OC(F)(F)F	-7.6%	-2.6	9.6	4.7%	-17.3	2.6	0.8%	-3.0	2.5%
Cc1ccc(-c2n[nH]c(Cc3ccccc3)n2)cc1	4.3%	1.4	2.7	-0.5%	4.1	1.1	-0.8%	-5.8	-7.6%

Other entries follow:
SMILES	GRP78 ERSR act	D1 PAM	D2 PAM	RXFP1 agonist	RXFP1 antag	D1 agonist	Vif-APOBEC3G blk	D1 antag	Vif-A3F inh
CCOC(=O)N1CCN(C(=O)c2ccc(S(=O)(=O)Nc3ccccc3)cc2)CC1	0.3%	/	/	/	0.4	/	3.2%	/	-0.5%
O=C(N/N=C/c1ccc[nH]1)c1cc(-c2cccs2)nc2ccccc12	-4.8%	-0.2	-2.2	2.0%	-25.4	-1.1	-12.9%	/	-9.7%
CCOc1ccc(S(=O)(=O)Nc2cccc(C(=O)N3CC(C)OC(C)C3)c2)cc1 (configuration not stated)	-5.6%	-1.2	3.8	0.2%	3.2	12.5	-0.3%	0.7	4.7%
Cc1nc2ccc(NC(=O)c3ccc(Cl)c(S(=O)(=O)N(C)c4ccccc4)c3)cc2s1	-4.1%	-3.6	-2.2	-2.4%	-19.6	20.2	?	-6.0	?
CC(=O)Nc1ccccc1C(=O)N1CCN(Cc2ccccc2)CC1	-0.8%	-2.4	/	0.7%	1.8	1.2	0.5%	7.8	-5.3%
COc1ccc(CNC(=O)C2=CC(c3cccc(OC)c3)=NS(=O)(=O)N2C)cc1	-4.7%	-2.1	-6.8	-1.8%	-9.3	0.7	0.5%	-12.5	1.2%
CC1CCN(C(=O)COc2coc(CN3CCc4ccccc43)cc2=O)CC1	-3.2%	0.2	11.6	-0.5%	-6.8	-0.4	0.1%	2.2	?
Cc1ccc(S(=O)(=O)NNC(=S)Nc2ccc(Cl)cc2)cc1	-0.7%	-3.0	-4.4	1.5%	-9.6	18.1	0.6%	-27.2	1.7%
CCOC(=O)c1sc(NC(=O)CSc2nc(C)cc(C(F)(F)F)n2)c(C#N)c1C	-2.6%	3.5	7.6	9.5%	-15.3	10.0	-5.2%	-0.8	-0.6%
Cc1cc(-c2nnc(SCC(=O)Nc3ccc(Cl)cn3)n2N)n[nH]1	-4.8%	0.5	-2.8	4.2%	1.1	4.0	2.6%	5.3	1.1%
Cc1cc(C)c(NC(=O)C2CCN(C(=O)N3CC(C)Oc4ccc(Cl)cc43)CC2)c(C)c1 (configuration not stated)	-3.1%	0.2	9.2	1.2%	-2.3	-0.1	-0.3%	-9.6	0.5%
COc1cc(OC)c(NC(=O)c2ccc3c(Cl)c4c(nc3c2)CCCC4)cc1Cl	10.0%	4.2	-7.0	1.9%	/	2.3	-3.9%	0.3	-3.1%
Cc1cc(C)cc(NC(=O)CSc2nc3nc(C)cc(C)n3n2)c1	-2.0%	-4.0	4.7	2.8%	2.7	1.9	1.4%	1.9	-5.2%
COc1ccc(-c2ccc(C#N)c(OC(=O)c3c(Cl)cccc3Cl)n2)cc1	-1.2%	-2.1	3.2	2.5%	-14.5	2.8	-9.6%	3.7	-1.1%
CC(=O)N1CCC(N(CCCOC(C)C)C(=O)Nc2ccc(C)c(C)c2)CC1	-2.3%&-2.5%	-2.3&-3.6	7.2&4.4	1.6%&1.4%	-14.0&9.7	-5.0&0.5	2.9%&0.7%	-29.1&-4.4	3.4%&-5.5%
CCc1ccccc1NC(=O)C1CCN(c2nn3c(=O)cc(C)nc3s2)CC1	-0.9%	-1.4	5.2	23.9%	/	0.2	2.3%	13.5	-4.3%
COc1cccc(CN2CCCC(C(=O)Nc3ccc(-c4cscn4)cc3)C2)c1 (configuration not stated)	-2.1%	1.8	-7.8	-0.9%	-3.1	6.4	-7.6%	-10.6	-15.9%
O=C(O)c1ccc(CS(=O)(=O)Cc2ccccc2F)o1	-2.1%	0.6	-2.1	3.3%	-6.1	0.6	-1.1%	-3.8	-1.0%
COC(=O)c1ccc(NC(=O)CC2C(=O)N(c3cccc(F)c3)C(=O)N2CC(C)C)cc1 (configuration not stated)	-0.3%	0.1	10.0	-0.1%	/	9.9	0.8%	-33.0*	-5.2%
OCCN1CCN(C(=S)Nc2ccc(SC(F)F)cc2)CC1	4.8%	-4.7	/	-0.6%	-13.9	2.0	-0.2%	15.8	-10.1%
CCc1ccc(/C=N/n2c(C3CCCCC3)n[nH]c2=S)cc1	-3.3%	-3.9	-9.0	0.7%	3.8	7.4	-10.0%	-10.1	-1.5%
COc1ccccc1N1CCN(CC(=O)c2c(C)[nH]c3ccccc23)CC1	-2.1%	0.5	-25.6	0.1%	-5.5	1.4	-0.5%	-7.6	3.8%
COC(=O)CN(c1cc(C(F)(F)F)ccc1Cl)S(C)(=O)=O	-1.8%	-5.7	-1.8	-1.5%	12.3	3.7	0.4%	-39.1*	-2.7%
CCc1noc(C)c1C(=O)NNC(=O)c1ccc(F)cc1	-3.2%	-1.1	5.5	2.7%	-3.9	4.5	2.0%	-17.0	-25.7%
O=C(NC(=S)Nc1ccc(N2CCCCC2)cc1)c1cccs1	0.9%	5.8	5.9	0.7%	8.4	0.0	-0.9%	-5.7	2.3%
CN(C)N=Nc1ccc(S(=O)(=O)NC(=O)Cc2ccccc2)cc1	-1.1%	-1.8	10.1	-0.5%	5.4	-4.5	2.0%	7.3	2.2%
Cc1ccc(/C=N/NC(=O)CSc2nc3ccccc3n2Cc2ccc(Cl)cc2)o1	-4.8%	-2.9	4.6	1.9%	0.1	-0.6	-2.3%	2.2	-13.4%
CCN(CC)CCCn1c2c(c(SCC(=O)Nc3cccc(C)c3C)nc1=O)CCC2	-3.6%	0.7	2.8	1.7%	2.5	3.2	2.3%	1.3	6.0%
Cc1ccc(NC(=O)Cn2ncc3ccccc32)c(Cl)c1	0.7%	-7.0	0.4	2.6%	-10.7	-0.2	-0.3%	10.3	1.1%
CCOC(=O)c1ccc(NC(=O)CCn2nnc3ccccc32)cc1	1.0%	-4.0	-4.5	1.8%	-4.3	-2.1	3.1%	-3.9	1.6%
COc1ccc(NC(=O)CCNC(=O)c2ccc([N+](=O)[O-])cc2)cc1S(=O)(=O)N1CCOCC1	-4.5%	-1.4	5.7	-0.3%	-7.5	1.8	-0.2%	-1.6	3.6%
O/N=C/c1ccc(OCc2ccccc2)c(Cl)c1	-3.1%	-2.9	6.6	3.9%	13.6	1.3	-11.1%	13.4	0.1%
Cc1ccc(CN(C(=O)c2cc(=O)c3cc(C)cc(C)c3o2)C2CCS(=O)(=O)C2)cc1 (configuration not stated)	3.8%	-0.4	/	3.6%	-4.1	8.4	4.9%	-0.2	1.2%
O=S1(=O)N=C(N(CCO)/N=C/c2ccc(Br)cc2)c2ccccc21	-4.0%	-1.4	9.5	3.9%	0.3	1.9	-3.7%	5.4	4.8%
Cc1cc(NC(=O)COC(=O)c2cccc(OCc3ccccc3)c2)no1	1.2%	-2.0	5.2	2.8%	-19.7	1.4	-6.0%	-1.2	-1.9%
Cc1ccc(C)c(NC(=S)NNC(=O)c2csc3c2CCC(C)C3)c1 (configuration not stated)	-3.4%	-2.2	-4.4	3.7%	13.8	0.4	-0.9%	-22.2	-10.6%
CC(=O)NN1C(=O)c2ccccc2NC1c1ccc([N+](=O)[O-])o1 (configuration not stated)	-3.5%	-4.1	/	-1.2%	3.7	3.7	0.7%	1.3	-1.0%
CCC(=O)c1c(OCc2ccccc2)ccc2c(C)cc(=O)oc12	/	-0.8	-3.2	1.7%	/	0.2	/	15.5	/
